Source: PubChem BioAssay (IUPUI and University of Michigan)
ST2 inh: blocks human ST2 binding to IL-33; AlphaLISA ST2-Fc/biotin-IL-33 interaction, 1 h; inhibition, % for hits at 17 µM; 2.3% of 78,000 active; in the data active = inhibition above about 30%; inconclusive = mostly about 10% to 28%
Target sequence (Q01638 whole entry, looked up): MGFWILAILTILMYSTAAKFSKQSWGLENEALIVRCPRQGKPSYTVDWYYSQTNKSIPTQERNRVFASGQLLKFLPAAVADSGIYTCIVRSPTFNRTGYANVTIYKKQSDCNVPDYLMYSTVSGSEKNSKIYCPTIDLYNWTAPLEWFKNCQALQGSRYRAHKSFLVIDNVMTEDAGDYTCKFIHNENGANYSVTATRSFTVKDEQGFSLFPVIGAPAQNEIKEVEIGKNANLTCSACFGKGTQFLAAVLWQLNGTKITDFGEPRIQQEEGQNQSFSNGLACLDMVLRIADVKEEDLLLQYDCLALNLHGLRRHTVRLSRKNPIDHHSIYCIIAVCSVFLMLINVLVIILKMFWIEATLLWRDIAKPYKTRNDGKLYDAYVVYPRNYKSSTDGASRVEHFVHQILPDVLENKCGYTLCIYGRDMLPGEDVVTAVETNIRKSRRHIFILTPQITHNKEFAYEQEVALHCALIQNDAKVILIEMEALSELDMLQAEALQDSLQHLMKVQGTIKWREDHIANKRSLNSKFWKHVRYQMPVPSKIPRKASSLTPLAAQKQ
An asterisk follows results filed as active. Some of the compounds tested; count on the stated rates, not on these rows.

Sample of the layout (2 entries):
How did CCn1c(C2CCN(C(=O)c3ccc4c(c3)nnn4C)CC2)nn(C)c1=O do in these assays?
ST2 inh: inactive

Results for Cc1ccc(CN2C(=O)CCC2C(=O)NCc2ccco2)cc1 (centres undefined) ?
ST2 inh: inactive

Main list, from the first entry:
How did CCn1c(C2CCN(C(=O)c3ccc4c(c3)nnn4C)CC2)nn(C)c1=O do in these assays?
ST2 inh: inactive

Results for Cc1ccc(CN2C(=O)CCC2C(=O)NCc2ccco2)cc1 (centres undefined) ?
ST2 inh: inactive

How did CN(CCCn1cccn1)C(=O)C1=NNC(=O)CC1 do in these assays?
ST2 inh: inactive

What do the screens show for `O=C1Nc2cc(Cl)c(Cl)cc2N(O)N1c1cccc(Cl)c1`?
ST2 inh: inactive

Results for O=C(c1cc(=O)[nH]c2ccc(F)cc12)N1CC[C@@H](N2CCOCC2)[C@H](O)C1 ?
ST2 inh: inactive

Results for O=C(Nc1ncccn1)c1ccc(Cl)cc1 ?
ST2 inh: inactive

What do the screens show for `Cc1c(CN(Cc2ccccn2)CC(C)C)c(=O)n(-c2ccccc2)n1C`?
ST2 inh: inactive

Results for CCNc1nc(NC(C)C)nc(OCCNS(=O)(=O)c2cc(C)ccc2C)n1 ?
ST2 inh: inactive

Results for CC1=C(C(=O)OCCOC(C)C)C(c2ccccc2OCc2ccccc2)NC(=O)N1 (centres undefined) ?
ST2 inh: inconclusive

How did O=[N+]([O-])c1ccc(N2CCN(S(=O)(=O)Cc3ccccc3)CC2)cc1NCc1cccnc1 do in these assays?
ST2 inh: inactive

Results for O=C(NCc1ccco1)c1ccc2c(c1)N(Cc1cccc(Cl)c1)C(=O)c1ccccc1S2 ?
ST2 inh: inactive

Results for NS(=O)(=O)c1ccc(CNS(=O)(=O)c2ccc([N+](=O)[O-])cc2)cc1 ?
ST2 inh: inactive

Results for COc1cc(/C=c2\sc3ncnn3c2=O)ccc1OCCC(C)C ?
ST2 inh: inactive

Results for Cc1cccc(C2NC(=O)c3c(sc(C)c3C)N2)c1O (centres undefined) ?
ST2 inh: inconclusive

How did CCC(C(=O)Nc1ccc(F)cc1F)c1ccccc1 (centres undefined) do in these assays?
ST2 inh: inactive

What do the screens show for `O=S1(=O)N=C(N2CCOCC2)c2ccccc21`?
ST2 inh: inactive

What do the screens show for `Cn1c(=O)n(C)c2cc(N=Cc3cccc([N+](=O)[O-])c3)ccc21`?
ST2 inh: inactive

Results for COC(=O)CSc1nc2sc3c(c2c(=O)n1-c1ccc(OC)cc1)CCC3 ?
ST2 inh: inactive

Results for O=C(c1ccc(N2CCCCC2)c([N+](=O)[O-])c1)N1CCOCC1 ?
ST2 inh: inactive

What do the screens show for `COc1ccccc1NC(=O)C(Cc1ccccc1)N1C(=O)c2ccccc2C1=O` (centres undefined)?
ST2 inh: inactive

What do the screens show for `COc1ccc(-c2nc(SCc3ccccc3)n[nH]2)cc1`?
ST2 inh: inactive

Results for O=C(Nc1ccc(Oc2ccccc2)cc1)c1coc(=O)c2ccccc12 ?
ST2 inh: inactive

Results for O=C(NCc1cnn2ccccc12)NC1CCCC1 ?
ST2 inh: inactive

Results for Cc1ccnc(NC(=O)C2CC(=O)N(c3ccc(Br)cc3)C2)c1 (centres undefined) ?
ST2 inh: inconclusive

Results for CCCc1nc(C)cc(N2CCC(N(C)C)C2)n1 (centres undefined) ?
ST2 inh: inactive

Results for CCN(CC)CCCOc1ccccc1Cl ?
ST2 inh: inactive

Results for O=C(CN1C(=O)S/C(=C\c2ccccc2OCc2cccc(F)c2)C1=O)N1CCOCC1 ?
ST2 inh: 30%*

How did O=C(CC(c1ccccc1)c1ccccc1F)N1CCN(C(=O)c2ccco2)CC1 (centres undefined) do in these assays?
ST2 inh: inconclusive

How did O=c1c(O)c(-c2ccc(O)cc2)oc2cc(O[C@@H]3O[C@H](CO)[C@@H](O)[C@H](O)[C@H]3O)cc(O)c12 do in these assays?
ST2 inh: inactive

How did Cc1nc(C)n(CCCNC(=O)c2cnc3ccnn3c2C)n1 do in these assays?
ST2 inh: inconclusive

Next part (three carried over from the part before).
How did O=C(CC(c1ccccc1)c1ccccc1F)N1CCN(C(=O)c2ccco2)CC1 (centres undefined) do in these assays?
ST2 inh: inconclusive

How did O=c1c(O)c(-c2ccc(O)cc2)oc2cc(O[C@@H]3O[C@H](CO)[C@@H](O)[C@H](O)[C@H]3O)cc(O)c12 do in these assays?
ST2 inh: inactive

How did Cc1nc(C)n(CCCNC(=O)c2cnc3ccnn3c2C)n1 do in these assays?
ST2 inh: inconclusive

How did Cc1ccc(NC(=O)C(NS(=O)(=O)c2cccs2)C(C)C)cc1Cl (centres undefined) do in these assays?
ST2 inh: inactive

How did CC1CC(C)CN(S(=O)(=O)c2ccc(NC(=O)c3ccco3)cc2)C1 (centres undefined) do in these assays?
ST2 inh: inactive

What do the screens show for `O=C(Nc1cccc2nsnc12)c1ccccc1Cl`?
ST2 inh: inconclusive

How did COc1ccc(CCNC(=O)c2cccnc2)cc1 do in these assays?
ST2 inh: inactive

Results for Cc1ccc2c(c1)N(C(C)C(=O)NCc1cccnc1)C(=O)CO2 (centres undefined) ?
ST2 inh: inactive

What do the screens show for `COc1ccc(C2CC(c3c(F)cccc3Cl)n3nc(N)nc3N2)cc1` (centres undefined)?
ST2 inh: inactive

How did Cc1ccccc1N=C(NN)c1ccccn1 do in these assays?
ST2 inh: inactive

Results for CN(C)c1cccc(C(=O)NC2CC(=O)N(C3CCCCCC3)C2)c1 (centres undefined) ?
ST2 inh: inactive

What do the screens show for `CCCCc1ccc(-c2csc(N)c2C(N)=O)cc1`?
ST2 inh: inactive

What do the screens show for `Nc1ccc(OCC(=O)N2CCOCC2)cc1`?
ST2 inh: inactive

What do the screens show for `O=C(NCC(CN1CCOCC1)([N+](=O)[O-])[N+](=O)[O-])c1ccccc1`?
ST2 inh: inactive

Results for O=C(Nc1c(Cl)cccc1Cl)c1cc(C2CC2)on1 ?
ST2 inh: inactive

How did O=C(CSc1ccc(Cl)cc1)N1CCCC1 do in these assays?
ST2 inh: inactive

What do the screens show for `COc1ccc(N2CC(O)Cn3c2nc2c3c(=O)[nH]c(=O)n2C)cc1` (centres undefined)?
ST2 inh: inactive

What do the screens show for `CCOc1ccccc1C(=O)NC1CC(=O)N(c2cccc(F)c2)C1` (centres undefined)?
ST2 inh: inconclusive

Results for CC(=O)c1[nH]c(C)c(C(=O)N2CCOC(CCCC(C)C)C2)c1C (centres undefined) ?
ST2 inh: inactive

Results for O=C(NCc1cccnc1)c1cc(=O)[nH]c2ccc(S(=O)(=O)N3CCCC3)cc12 ?
ST2 inh: inconclusive

How did Cc1ccc(C)c(CN2C(=O)CSc3ccc(C(=O)NCCN4CCOCC4)cc32)c1 do in these assays?
ST2 inh: inactive

How did Cc1cc(C)cc(NC(=O)CSc2nc(C)cc(=O)[nH]2)c1 do in these assays?
ST2 inh: inconclusive

Results for Cc1noc(C)c1COc1ccc(C(=O)N[C@@H]2CN(C(=O)Nc3ccccc3)CCC[C@H]2O)cc1 ?
ST2 inh: inactive

Among those listed so far, 6 contain fluorine:
Results for O=C(c1cc(=O)[nH]c2ccc(F)cc12)N1CC[C@@H](N2CCOCC2)[C@H](O)C1 ?
ST2 inh: inactive

How did CCC(C(=O)Nc1ccc(F)cc1F)c1ccccc1 (centres undefined) do in these assays?
ST2 inh: inactive

Results for O=C(CN1C(=O)S/C(=C\c2ccccc2OCc2cccc(F)c2)C1=O)N1CCOCC1 ?
ST2 inh: 30%*

How did O=C(CC(c1ccccc1)c1ccccc1F)N1CCN(C(=O)c2ccco2)CC1 (centres undefined) do in these assays?
ST2 inh: inconclusive

What do the screens show for `COc1ccc(C2CC(c3c(F)cccc3Cl)n3nc(N)nc3N2)cc1` (centres undefined)?
ST2 inh: inactive

What do the screens show for `CCOc1ccccc1C(=O)NC1CC(=O)N(c2cccc(F)c2)C1` (centres undefined)?
ST2 inh: inconclusive

The results go on.
Results for Cc1ccc(-c2cn[nH]c2C2CCCN(C(=O)c3cnc4ccccn34)C2)cc1 (centres undefined) ?
ST2 inh: inconclusive

How did CCn1c(SCC(=O)NC(C)(C)C)nc2c1c(=O)n(C)c(=O)n2C do in these assays?
ST2 inh: inactive

How did COC(=O)c1c(NC(=O)COc2ccc(C(C)(C)C)cc2)sc2c1CCC2 do in these assays?
ST2 inh: inactive

Results for c1nc(N2CCCC(Nc3ccc4c(c3)OCCO4)C2)c2cc[nH]c2n1 (centres undefined) ?
ST2 inh: inactive

How did CC(=O)N1CCc2cc(N=Cc3cc([N+](=O)[O-])ccc3O)ccc21 do in these assays?
ST2 inh: inactive

Results for Cc1cccc(Cc2c(C)nc3c(C(=O)N(C)Cc4ccccc4)c[nH]n3c2=O)c1 ?
ST2 inh: inconclusive

How did N#Cc1c2c3c(cccc3[nH]c1=O)C(=O)c1ccccc1-2 do in these assays?
ST2 inh: inconclusive

Results for CCOc1cc2c(cc1OCC)C1C(C(=O)N3CCOCC3)c3ccccc3C(=O)N1CC2 (centres undefined) ?
ST2 inh: inactive

How did CC(Nc1ccc(Cl)cc1N)c1ccccc1 (centres undefined) do in these assays?
ST2 inh: 57%*

How did CCN(C/C=C/c1ccccc1)C(=O)[C@H](N)Cc1ccccc1 do in these assays?
ST2 inh: inactive

How did O=C1Nc2ccccc2C(O)(C(=O)NCCCN2CCOCC2)N1c1ccc(Cl)c(Cl)c1 (centres undefined) do in these assays?
ST2 inh: inactive

Results for CCC(CC)C(=O)N[C@H]1CO[C@H]2[C@@H]1OC[C@H]2O ?
ST2 inh: inactive

What do the screens show for `COc1ccc(OC)c(C2C(C(=O)Nc3ccc(C)cc3C)=C(C)Nc3nnnn32)c1` (centres undefined)?
ST2 inh: inactive

Results for COc1ccc(CNC(=O)c2ccc(C)c(Cl)c2)cc1 ?
ST2 inh: inactive

What do the screens show for `COc1cc(C(C)=O)ccc1OC(=O)c1ccc(C)cc1`?
ST2 inh: inactive

Results for COc1ccc(C2C(C(=O)Nc3ccc(C)cn3)=C(C)NC3=C2C(=O)CCC3)c(OC)c1 (centres undefined) ?
ST2 inh: inactive

Results for CCCN1CC=C2C(C#N)=C(N)C(C#N)(C#N)C(c3ccsc3)C2C1 (centres undefined) ?
ST2 inh: inactive

How did Fc1ccc(C2CCCN2Cc2ccc3nonc3c2)cc1 (centres undefined) do in these assays?
ST2 inh: inconclusive

What do the screens show for `COc1cc(/C=C(\C#N)c2[nH]nc(N)c2C#N)ccc1OCc1ccccc1`?
ST2 inh: inconclusive

What do the screens show for `O=C(CSc1c[nH]c2ccccc12)Nc1ccc2c(c1)OCCO2`?
ST2 inh: inactive

What do the screens show for `COc1ccc(Nc2ncnc(N)c2[N+](=O)[O-])cc1Cl`?
ST2 inh: inactive

What do the screens show for `Cc1nc(NC(N)=NS(=O)(=O)c2ccc([N+](=O)[O-])cc2)nc2ccccc12`?
ST2 inh: inconclusive

How did COc1cc([N+](=O)[O-])ccc1NC(=O)c1cc2ccccc2oc1=O do in these assays?
ST2 inh: inactive

How did COc1ccc(Nc2nc3nonc3nc2Nc2ccc(OC)cc2OC)c(OC)c1 do in these assays?
ST2 inh: inconclusive

What do the screens show for `Brc1ccc(CNc2ccc3c(c2)ncn3-c2ccccc2)cc1`?
ST2 inh: inconclusive

How did Cc1ccc(C)c(NC(=O)CC(=O)NCC(O)Cc2ccccc2)c1 (centres undefined) do in these assays?
ST2 inh: inconclusive

How did COc1ccc(-n2c(CN3CCN(S(=O)(=O)c4ccc(C(C)C)cc4)CC3)nc3cccnc32)cc1 do in these assays?
ST2 inh: inactive

What do the screens show for `CC(c1cccnc1)N(C)Cc1ccc(-n2cncn2)cc1` (centres undefined)?
ST2 inh: inactive

What do the screens show for `COc1ccccc1CN1CCC(CN(CC(C)C)C(=O)c2csc(C(C)=O)c2)CC1`?
ST2 inh: inactive

Results for C=CCn1c(SCC(=O)Nc2ccc3c(c2)OCO3)nc2sc(C)c(C)c2c1=O ?
ST2 inh: inconclusive

Results for Cc1cc(N2CCCCC2)nc(N2CCN(S(=O)(=O)c3ccccc3Cl)CC2)n1 ?
ST2 inh: inactive

What do the screens show for `O=C(NC1CCCC1)c1cc(=O)[nH]c2ccc(S(=O)(=O)N3CCCCC3)cc12`?
ST2 inh: inactive

Results for Cc1ccccc1CN1C(=O)c2ccccc2Sc2ccc(C(=O)O)cc21 ?
ST2 inh: inconclusive

What do the screens show for `Cc1nn(-c2ccccn2)c(C)c1[C@@H]1C=C[C@@H](NC(=O)CCC(=O)O)C1`?
ST2 inh: inconclusive

How did Cc1cc(C)c(OCCCCN(C)C)c(Br)c1 do in these assays?
ST2 inh: inactive

Results for CCC(C)C(NC=C1C(=O)OC(C)(C)OC1=O)C(=O)O (centres undefined) ?
ST2 inh: inconclusive

What do the screens show for `CC1=NN(c2ccccc2)C(=O)C1C(c1cccc(Cl)c1)C(C#N)C#N` (centres undefined)?
ST2 inh: 62%*

Results for Cc1ccc(OCCCN(C)C(=O)C2CCN(C)C2)cc1C (centres undefined) ?
ST2 inh: inconclusive

Results for Cc1nn(Cc2ccc(F)cc2)c(C)c1NC(=O)c1noc2c1CC(C(C)(C)C)CC2 (centres undefined) ?
ST2 inh: inactive

What do the screens show for `O=C(C1CC1)N1CCc2cc(Br)cc(S(=O)(=O)NCc3cccnc3)c21`?
ST2 inh: inactive
